PLK1 PBD block = blocks phosphopeptide binding to human PLK1 polo-box domain; P53350; Plk1 PBD binding of FITC phosphopeptide, fluorescence polarization; Potency, µM, without a hit: max response, negative = inhibition, most hits filed as inhibitors; actives 2.8% (n = 360,000); AID 720504; further: potency means the concentration at half of the fitted maximal effect; series mostly up to about 57 µM; on the % scale 0 is the no-effect control and ±100 the full control effect; nearly all actives have a fitted effect of over 65% in size
EPAC1 antag = antagonists of human EPAC1 | EPAC1 GEF assay, Rap1b-BODIPY-GDP exchange fluorescence | Potency, µM (highest dose often 115 µM), without a hit: at the top dose activity change, negative = inhibition, actives largely listed as inhibitors | actives 0.14% (n = 360,000);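 further: potency means the concentration at half of the fitted maximal effect; plate controls were vehicle for no effect and positive control for full effect; nearly all actives have a fitted effect of over 50% in size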
Target sequence (O95398 whole entry, looked up): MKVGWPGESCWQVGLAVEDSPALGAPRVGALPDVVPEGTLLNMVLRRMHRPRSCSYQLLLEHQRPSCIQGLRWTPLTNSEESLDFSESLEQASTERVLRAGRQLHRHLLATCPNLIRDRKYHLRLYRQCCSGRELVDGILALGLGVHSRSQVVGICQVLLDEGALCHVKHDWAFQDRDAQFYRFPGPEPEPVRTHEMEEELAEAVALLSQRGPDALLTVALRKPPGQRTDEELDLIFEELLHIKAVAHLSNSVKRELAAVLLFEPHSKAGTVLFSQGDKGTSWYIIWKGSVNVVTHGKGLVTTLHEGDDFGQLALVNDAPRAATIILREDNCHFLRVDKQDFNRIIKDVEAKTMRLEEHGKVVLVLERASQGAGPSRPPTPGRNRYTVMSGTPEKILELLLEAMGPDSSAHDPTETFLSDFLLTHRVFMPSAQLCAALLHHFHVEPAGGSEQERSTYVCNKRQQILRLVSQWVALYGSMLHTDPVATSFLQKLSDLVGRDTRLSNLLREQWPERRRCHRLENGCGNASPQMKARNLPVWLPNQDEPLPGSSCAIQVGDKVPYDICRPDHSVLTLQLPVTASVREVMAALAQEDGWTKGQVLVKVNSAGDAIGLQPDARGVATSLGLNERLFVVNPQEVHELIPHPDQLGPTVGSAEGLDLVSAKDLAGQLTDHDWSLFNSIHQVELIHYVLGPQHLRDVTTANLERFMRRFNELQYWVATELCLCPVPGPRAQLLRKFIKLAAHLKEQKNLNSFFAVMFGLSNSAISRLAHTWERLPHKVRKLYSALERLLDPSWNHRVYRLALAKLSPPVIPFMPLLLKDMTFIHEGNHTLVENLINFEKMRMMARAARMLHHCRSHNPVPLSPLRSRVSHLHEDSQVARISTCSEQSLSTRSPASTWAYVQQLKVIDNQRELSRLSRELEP
EPAC1 ag = EPAC1 (human) agonism; EPAC1 agonist qHTS, biochemical assay; response scale: 100% = response to 6.5 mM cAMP; actives 0.073% (n = 360,000); Potency, µM (doses to about 154 µM), for the others: at the highest dose activation, actives largely listed as activators; O95398; further: potency means the concentration at half of the fitted maximal effect; nearly all actives have a fitted effect of over 60% in size
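Normalized to 6.5 mM cAMP, activity reflects EPAC1-catalysed release of BODIPY-GDP from Rap1B, followed kinetically over 30 min at 480 nm excitation, 540 nm emission. Reaction contained 100 nM EPAC1, 250 nM Rap1B-BODIPY-GDP, 50 uM GDP.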
FUS yeast rescue = FUS proteinopathy suppression in yeast; S. cerevisiae FUS-expressing, growth rescue, OD600, 24 h; Potency, µM (titrated, usually from 76.6 µM), for the others: at the top dose growth rescue (activation), most hits filed as activators; actives 0.24% (n = 390,000);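 further: potency means the concentration at half of the fitted maximal effect; plate controls were DMSO vehicle for no effect and reference control for full effect; nearly all actives have a fitted effect of over 55% in size; some results filed as inactive show a strong effect at the top dose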
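Cultures pregrown in 2.5% raffinose medium are shifted to minimal medium containing 2% galactose to express toxic FUS. Compounds are tested at several concentrations. After 24hr at 30C, growth is quantified at 600 nm absorbance.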
Abeta rescue = A-beta toxicity reversal in yeast. AID 1347071. Potency, µM (doses to about 46.1 µM), without a hit: top-dose growth rescue, hits mostly activators. actives 0.063% (n = 410,000). yeast expressing A-beta42, growth rescue, OD600, 48 h; response scale: 0% DMSO, 100% iron-clioquinol control; further: potency means the concentration at half of the fitted maximal effect; nearly all actives have a fitted effect of over 55% in size
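Yeast A-beta toxicity model in growth medium with pinned compounds, 48 h at 30 C; growth read as absorbance at 600 nm. Normalized to FeCl3/clioquinol equimolar mix (positive) and DMSO (negative).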
WRN inhibitor = WRN helicase (human) inhibition; AID 651768; actives 0.46% (n = 360,000); Q14191; Potency, µM (series often up to 114 µM), for inactives: at the highest dose activity change, negative = inhibition, actives largely listed as inhibitors; WRN helicase unwinding, fluorescent forked duplex, kinetic; further: potency means the concentration at half of the fitted maximal effect; on the % scale 0 is the no-effect control and ±100 the full control effect; nearly all actives have a fitted effect of over 55% in size
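Primary qHTS, 1536-well format. 20 nM WRN + compound, 15 min RT; start with 100 nM forked fluorophore/quencher duplex, 2 mM ATP (final); kinetic read ex 525/em 598 nm.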
IL2 activator = activators of IL-2. IL-2 activation reporter assay, cell-based qHTS; stimulated with anti-CD3/CD4/CD28 beads; in transgenic mouse T cells. actives 0.065% (n = 360,000). activation, % (series mostly up to about 46 µM). AID 652025; in the data active means activation above about 50%; inconclusive means mostly about 30% to 49%; further: 0% is about no effect
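Unstimulated transgenic mouse T cells preincubated 60 min with compound, then stimulated with anti-CD3/anti-CD4-coated beads plus anti-CD28 for 18 h at 37 degrees C. IL-2 response read as EGFP and DsRed fluorescence by plate cytometry.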
PI5P4Ka inh = inhibitors of human PI5P4K alpha; max response, %; P48426; actives 1.2% (n = 330,000); AID 652105; PI5P4Kalpha enzyme, ADP-Glo luminescence, 60 min; stronger effect = lower value; active means max response of -50% or lower; inconclusive means between -30% and -50%; inactive means -30% or higher; further: value at the top dose of about 77 µM; on the % scale 0 is the no-effect control and ±100 the full control effect
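Single end-point luminescence (ADP-Glo) quantified ADP from PI5P4Kalpha turnover; ATP 5 microM final, 1 h at RT, 0.1% CHAPS and 0.28 mM EGTA in HEPES pH 7.4.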
Starred values were filed as active, the others as inactive; ? = inconclusive; · = not tested or not shown; [ ] = another dose, or the depositor's remark. Unless noted, the call rests on the fitted dose curve; in most records, active means well fitted curve in the direction sought with a large enough effect; inconclusive means small, poorly fitted or top-dose-only effect, or another doubt; inactive means no such curve, though single readings can be large; an effect the other way counts as inactive or inconclusive.

SMILES | PLK1 PBD block | EPAC1 antag | EPAC1 ag | FUS yeast rescue | Abeta rescue | WRN inhibitor | IL2 activator | PI5P4Ka inh
CC(C)CN(CC(C)C)C(=O)CN1C(=O)NC2(CCCc3ccccc32)C1=O (stereo not given) | 5% | -9% | -5% | -10% | 2% | 0%[57.1 µM] | 0.5 | -6
CSC1=NCCN1C(=O)c1cccc(C(F)(F)F)c1 | -6% | 11% | 4% | 4% | 0% | 2% | -1.4 | -2
CCN(CC)c1ccc(N=Cc2ccc(N(CC)CC)cc2O)cc1 | 71%[activator] | -10% | 10% | 12% | -13% | 2% | 0.9 | -3
COc1cccc(C(=O)Oc2c(Br)cc(Br)cc2/C=N/NC(=O)c2cc(C)[nH]n2)c1 | 1% | -18% | 4% | ? | -7% | 3% | -4.1 | 1
Cc1sc(N2CCN(S(=O)(=O)c3ccc4c(c3)NC(=O)CO4)CC2)nc1-c1ccccc1 | -1% | -10% | 12% | 5% | -17% | -3% | -0.8 | 8
Cc1cc(=O)oc(C)c1C(=O)NCc1c(F)cc(F)cc1F | 1% | 3% | -5% | 12% | 16% | 3% | -1.0 | ·
COc1ccc(CN2C(=O)CN(C3CCCCCC3)C(=O)C2c2ccc(OC)c(OC)c2)cc1 (stereo not given) | -5% | 2% | -9% | 39% | 6% | 1% | 7.5 | ·
C[C@H]1CN(c2ccc(Br)cc2)C(=O)[C@@H]1CC(=O)Nc1ccccc1 | -7% | -2% | 6% | 7% | 4% | -3% | 3.8 | 7
Cc1ccccc1NC(=O)Cc1nc(COC(=O)Cc2c(F)cccc2Cl)cs1 | -13% | -5% | 13% | 25% | -31% | -3% | 1.5 | -1
Cc1cc(C)n(-c2ccc(C(=O)Nc3cccc(S(=O)(=O)N(C)C)c3)cc2)n1 | 4% | -9% | -6% | · | 5% | -17% | -2.7 | -5
CCOc1ccc(/C=N/NC(=O)c2ccoc2C)cc1OC | -6% | -17% | 7% | 7% | -6% | -9% | 1.2 | -2
O=C(O)c1ccc(N2C(=O)C3C4c5ccccc5C(Br)(c5ccccc54)C3C2=O)cc1 (stereo not given) | -6% | 6% | -9% | 44% | -15% | -24% | -4.7 | 2
COc1ccccc1CNc1ccc2nnc(CCNC(=O)c3ccccc3)n2n1 | 0% | 0% | 3% | 15% | 7% | -4% | 0.7 | -2
COCCCN1CN(Cc2ccccc2)CNC1=S | 0% | -2% | -1% | 6% | -6% | -2% | 0.6 | -11
Cc1cc(C)cc(OC(=O)CCN2C(=O)C3C4C=CC(C5CC45)C3C2=O)c1 (stereo not given) | -8% | -22% | -2% | 28% | -6% | 12% | -1.2 | 1
CC(NC(=O)c1ccccc1N)c1ccccc1 (stereo not given) | -6% | 2% | -1% | 4% | 12% | -2% | 1.2 | 2
CCOc1ccc(Cl)cc1CSc1n[nH]c(C)n1 | -7% | -5% | -5% | -4% | 0% | 4%[57.1 µM] | 0.9 | 4
CC(=O)Oc1cc2oc(=O)c3c(c2cc1Cl)CCC3 | 6µM* | 5% | 4% | -12% | -4% | -7% | -1.3 | ·
CCC1CCCCN1C(=O)c1cc(-c2ccc(Cl)c(Cl)c2)on1 (stereo not given) | -2% | -15% | 27% | 33% | 3% | 1% | -1.4 | ·
CCOC(=O)c1c(CC(C)C)csc1NC(=O)COC(=O)c1cc(OC)c(OC)cc1[N+](=O)[O-] | 0% | -9% | 4% | -20% | -7% | 0% | -1.1 | 2
COc1ccc(NC(=O)COC(=O)c2c(NC(C)=O)sc(C)c2C)cc1 | -10% | 3% | -9% | 7% | -10% | 6% | -3.9 | -17
C/C(=N\Nc1nc(N2CCOCC2)nc(N2CCOCC2)n1)c1ccc([N+](=O)[O-])cc1 | -12% | -3% | -8% | -10% | -10% | 9%[57.1 µM] | -0.3 | 10
CC(C)Cc1nc2oc3c(=O)[nH]cnc3c2c2c1CCCC2 | -6% | 6% | 2% | · | 10% | -5% | 1.4 | 0
CC(C)=CCN1CCN(Cc2cnc(C)s2)CC1CCO (stereo not given) | -12% | ? | 7% | 11% | 1% | -32% | 0.0 | 2
Cc1ccc(CCc2nnc(SCC(=O)Nc3ccccc3Cl)n2-c2ccccc2)o1 | -5% | -1% | 0% | ? | 4% | -17%[57.1 µM] | -1.4 | 7
O=C(CCn1ccc2cc(S(=O)(=O)N3CCCC3)ccc21)NCc1ccccc1 | ? | 12% | -6% | 34% | -14% | -3% | -3.4 | 7
COc1ccc(OC)c(CC(NC(C)=O)C(=O)NC2CCN(S(=O)(=O)c3ccc(NC(C)=O)cc3)CC2)c1 (stereo not given) | 2% | -12% | -7% | 7% | 7% | 8% | -2.5 | 4
O=C(Nc1ccc(Cl)cc1)c1ccc(OC2CSC2)cc1 | 0% | 2% | -1% | -7% | -2% | -2% | 0.3 | 3
O=S(=O)(Nc1ccccc1Br)c1cccc2cccnc12 | -8% | 4% | -1% | -20% | 9% | 8% | -0.1 | 2
Cc1c(NS(=O)(=O)c2cc(C(=O)NCc3cccnc3)ccc2Cl)c(=O)n(-c2ccccc2)n1C | -28% | -4% | 4% | 16% | 4% | -5% | 0.2 | 0
CCCSC1=C(C#N)C(c2ccccc2OCC)CC(=O)N1 (stereo not given) | -9% | -11% | 5% | 35% | 16% | -4% | 0.6 | -2
O=C(OCC(=O)N1CCCC1=O)c1ncc(Cl)c(Cl)c1Cl | -4% | 4% | -7% | 19% | -19% | -6% | -0.9 | 1
O=C1NC[C@H](Cc2ccccc2)N(CC2CCN(CCC3CCCC3)CC2)C1=O | -13% | -5% | -9% | -22% | -12% | 0% | -0.3 | 4
COCCNC(=O)NC12CC3CC(CC(C3)C1)C2 | -19% | -6% | -3% | -21% | -9% | 5% | 0.1 | -10
Cc1cnc(NC(=O)C2(C)CCN2C(=O)C(C)C)s1 (stereo not given) | 0% | 2% | 0% | -20% | -4% | -5% | -0.5 | -2
CCOC(=O)c1ccc(NC(=O)c2nc[nH]c2C(=O)N[C@@H](CCCCNC(=O)OC(C)(C)C)C(=O)OC(C)(C)C)cc1 | -8% | -30% | -30%[inhibitor] | ? | 13% | -9% | -0.7 | -2
CC(=O)c1sc(NC(=O)c2cnc(Cl)c(Cl)c2)nc1C | -1% | 8% | 3% | 21% | -10% | -10% | 0.2 | -28
CCC(=O)N(Cc1cc(=O)[nH]c2ccccc12)c1ccccc1C | -2% | 10% | 7% | -1% | 1% | 0% | -0.3 | ?
CC1(C)CN=c2s/c(=C\c3ccc(Cl)cc3)c(=O)n2C1 | 4.7µM* | -10% | -8% | 13% | -12% | -4% | -1.2 | -18
O=C(c1ccccc1)N1CCN(C(=O)c2ccccc2)c2ccccc21 | -13% | -9% | 7% | 17% | -11% | 0% | -0.7 | -6
COc1ccc(C(=O)C(C)OC(=O)C2CC3CCCC(C2)C3=O)cc1 (stereo not given) | -17% | -8% | 4% | -33% | 7% | -1% | -2.0 | 1
COc1ccccc1N(CC(=O)NCCN1CCOCC1)S(=O)(=O)c1ccccc1 | -15% | -5% | 6% | 11% | 0% | 6% | 0.1 | 2
CCOC(=O)N1CCN(C(=O)C2CCN(S(=O)(=O)N(CC)CC)CC2)CC1 | -2% | 7% | -7% | -3% | 1% | 7% | -0.1 | ·
Cc1cc(C)n(/C(=C\N(C)C)C(=O)c2cccc([N+](=O)[O-])c2)n1 | 2% | 8% | 6% | 3% | 9% | 9% | -1.0 | -2
COc1cc(CNc2ncnc3c2ncn3[C@H]2CN(Cc3ccco3)C[C@@H](CO)O2)cc(OC)c1OC | 4% | -4% | 6% | -4% | 2% | 2% | 0.8 | -6
S=C(NCc1cccnc1)Nc1cccc(Cl)c1 | -3% | -10% | -2% | -6% | 9% | 2% | -0.3 | -4
Cc1noc(C)c1NC(=O)Nc1cccc2c1O[C@@H](CN(C)C(=O)Nc1ccc3c(c1)OCO3)[C@@H](C)CN([C@H](C)CO)C2=O | -11% | -3% | -6% | 17% | 3% | -6% | -0.1 | 1
COc1cccc2cc(-c3nnc(SCC(=O)NCc4ccccc4)n3C)oc12 | -7% | -2% | 1% | 11% | -4% | -8% | -1.5 | ·
C=CCNC(=S)N1CCN(Cc2ccc3c(c2)OCO3)CC1 | -9% | -12% | 11% | -21% | -13% | 4% | 0.7 | 2

Taken from above, 8 compounds:
SMILES | PLK1 PBD block | EPAC1 antag | EPAC1 ag | FUS yeast rescue | Abeta rescue | WRN inhibitor | IL2 activator | PI5P4Ka inh
Cc1cc(C)n(-c2ccc(C(=O)Nc3cccc(S(=O)(=O)N(C)C)c3)cc2)n1 | 4% | -9% | -6% | · | 5% | -17% | -2.7 | -5
CCOc1ccc(/C=N/NC(=O)c2ccoc2C)cc1OC | -6% | -17% | 7% | 7% | -6% | -9% | 1.2 | -2
O=C(O)c1ccc(N2C(=O)C3C4c5ccccc5C(Br)(c5ccccc54)C3C2=O)cc1 (stereo not given) | -6% | 6% | -9% | 44% | -15% | -24% | -4.7 | 2
COc1ccccc1CNc1ccc2nnc(CCNC(=O)c3ccccc3)n2n1 | 0% | 0% | 3% | 15% | 7% | -4% | 0.7 | -2
COCCCN1CN(Cc2ccccc2)CNC1=S | 0% | -2% | -1% | 6% | -6% | -2% | 0.6 | -11
Cc1cc(C)cc(OC(=O)CCN2C(=O)C3C4C=CC(C5CC45)C3C2=O)c1 (stereo not given) | -8% | -22% | -2% | 28% | -6% | 12% | -1.2 | 1
CC(NC(=O)c1ccccc1N)c1ccccc1 (stereo not given) | -6% | 2% | -1% | 4% | 12% | -2% | 1.2 | 2
CCOc1ccc(Cl)cc1CSc1n[nH]c(C)n1 | -7% | -5% | -5% | -4% | 0% | 4%[57.1 µM] | 0.9 | 4

Compounds were not picked by outcome, and some 4.1% of all compounds hit somewhere here.
